Source: PubChem BioAssay
ARFGAP1 inhibitor: rat ARFGAP1 inhibition; Q62848; Arfgap1-stimulated ARF1 GTP hydrolysis, GDP FP detection; inhibition, % at 16.5 µM; 360,000 tested, 0.26% active; AID 651572;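 active = inhibition above a per-plate limit, mean inhibition of low control wells plus 3 SD, cut at about 25% in these data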;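 also: 0% = DMSO wells with enzyme and 100% = wells lacking Arfgap1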
Target sequence (Q62848 1-136 limits assumed): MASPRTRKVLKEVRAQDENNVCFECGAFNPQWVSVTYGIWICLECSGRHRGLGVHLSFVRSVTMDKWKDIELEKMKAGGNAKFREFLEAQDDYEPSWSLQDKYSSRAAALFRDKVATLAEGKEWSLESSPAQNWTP
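Material: rat Arfgap1 GAP domain (His6, aa 1-136), purified enzyme. Also added: human ARF1(Δ1-17)-GTP substrate. Compound dosing: 16.5 µM single point, 1.26% DMSO. Timing: enzyme reaction 120 min at 25 °C after 20 min preincubation. Signal: GDP detection by fluorescence polarization. Read-out basis: percent inhibition of GAP-stimulated GDP formation, scaled between DMSO and no-Arfgap1 medians.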
proKLK7 act: activators of human kallikrein-7 zymogen. P49862. purified proKLK7, EDANS-DABCYL substrate fluorescence; 100% is mature enzyme control, 0% vehicle. activation, % at 7 µM. 370,000 tested, 0.9% active. AID 652039;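 active = activation above the mean of all tested compounds plus 3 SD, computed per campaign excluding outliers beyond control limits, cut at about 13% in these data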
Target sequence (P49862 whole entry, looked up): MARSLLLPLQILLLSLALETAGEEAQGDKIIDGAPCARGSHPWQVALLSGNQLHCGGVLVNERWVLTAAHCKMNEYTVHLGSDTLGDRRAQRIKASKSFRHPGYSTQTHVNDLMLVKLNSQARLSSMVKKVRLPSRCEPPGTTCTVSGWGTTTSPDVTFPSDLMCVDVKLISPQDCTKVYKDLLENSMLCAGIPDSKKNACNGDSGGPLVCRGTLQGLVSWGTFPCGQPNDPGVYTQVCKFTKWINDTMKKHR
UHRF1 binding: human UHRF1 methylated DNA binding inhibitors | 370,000 tested, 0.75% active | inhibition, % at 4.4 µM | AID 687016 | UHRF1 binding to methylated oligo, TR-FRET | Q96T88; in the data active = inhibition above about 21%;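 also: UHRF1 SRA domain binding a hemimethylated CpG hairpin DNA probe; 0% = median of test compound wells and 100% = reference inhibitor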
ASAP1 inh: inhibitors of human ASAP1 ArfGAP activity. Q9ULH1. ASAP1-stimulated ARF1 GTP hydrolysis, GDP FP detection. 360,000 tested, 0.19% active. inhibition, % at 16.5 µM; in the data active = inhibition above about 25%;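 also: 0% = vehicle with enzyme and substrate and 100% = no enzyme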
Rev-erbA mod: modulates human Rev-erb alpha binding to DNA; P20393; activity, % at 10 µM; Rev-erbα–FITC-DNA binding, fluorescence polarization, 90 min; 370,000 tested, 0.79% active;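 active = activity above about 14%, limit read from the data; passing the limit was not always enough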;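 also: 0% = DMSO wells with 35 nM protein and 100% = DMSO wells with 750 nM protein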
Tn7 DDE FP: inhibitors of Tn7 peptide binding to human fibrin DD(E). FP displacement of FITC-Tn7 peptide from fibrin DD(E); 0% = median of compound wells per plate. inhibition, % at 8.3 µM. 370,000 tested, 0.13% active. AID 720508;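 active = inhibition above the mean of compounds falling within the control limits plus 3 SD of them, cut at about 14% in these data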;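 also: 0% = plate median of compound wells and 100% = 10 µM Aha-Tn7 peptide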
Target sequence (P02675 whole entry, looked up): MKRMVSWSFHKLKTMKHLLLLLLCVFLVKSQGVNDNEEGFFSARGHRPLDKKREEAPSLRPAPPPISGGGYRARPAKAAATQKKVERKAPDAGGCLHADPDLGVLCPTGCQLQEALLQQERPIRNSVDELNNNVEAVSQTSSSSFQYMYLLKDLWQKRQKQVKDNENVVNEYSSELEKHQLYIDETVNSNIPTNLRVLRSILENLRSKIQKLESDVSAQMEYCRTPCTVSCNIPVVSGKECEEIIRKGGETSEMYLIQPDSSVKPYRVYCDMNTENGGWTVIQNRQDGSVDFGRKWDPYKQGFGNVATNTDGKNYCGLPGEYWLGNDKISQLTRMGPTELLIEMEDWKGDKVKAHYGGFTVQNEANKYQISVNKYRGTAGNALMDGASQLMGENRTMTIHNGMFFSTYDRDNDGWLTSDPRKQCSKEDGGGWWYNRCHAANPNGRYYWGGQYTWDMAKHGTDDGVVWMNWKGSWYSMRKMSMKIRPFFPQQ
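Test system: human clot-derived fibrin DD(E) complex / Quantity: 2 µM final DD(E) protein / Incubation: 10 min plus 3 h, room temperature / Measured by: fluorescence polarization / Benchmarks: high control of 10 µM Aha-Tn7 peptide / Replicates: singlicate testing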
PLC-gamma1 inh: inhibitors of human phospholipase C gamma1; AID 720700; P19174; purified PLC-gamma1, fluorogenic substrate, fluorescence; 370,000 tested, 0.84% active; inhibition, % at 12.2 µM; in the data active = inhibition above about 9.5%
PLC-beta3 inh: PLC-beta3 (human) inhibition, primary screen. AID 720704. inhibition, % at 12.2 µM. Q01970. Purified PLC-beta3, fluorogenic substrate, fluorescence. 370,000 tested, 0.18% active; in the data active = inhibition above about 11%;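 also: 0% = median of compound wells on plate and 100% = full blocker control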
sPLA2-III inh: Inhibits HGIII-sPLA2 liposome hydrolysis, primary screen. 370,000 tested, 0.56% active. inhibition, % at 12.2 µM. Q9NZ20. QFRET BODIPY PC-A2 liposome hydrolysis, fluorescence;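 active = inhibition above mean plus 3 SD of compounds lying within the high and low control bounds, cut at about 19% in these data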;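 also: 0% = median of test compound wells and 100% = no enzyme DMSO wells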
DDE Tn6 FP inh: disrupts Tn6 cyclic peptide binding to fibrin D-Dimer-E complex; AID 720509; Fibrin DD(E) TRITC-Tn6 fluorescence polarization displacement; inhibition, % at 8.3 µM; P02675; 370,000 tested, 0.21% active;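 active = inhibition above a per-campaign cutoff: mean of compounds within control limits plus 3 SD, cut at about 15% in these data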;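 also: 0% = median of all compound wells on the plate and 100% = blocking peptide control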
Numbers without * were called inactive; i = inactive; x = not tested or not shown.

SMILES	ARFGAP1 inhibitor	proKLK7 act	UHRF1 binding	ASAP1 inh	Rev-erbA mod	Tn7 DDE FP	PLC-gamma1 inh	PLC-beta3 inh	sPLA2-III inh	DDE Tn6 FP inh
COc1cc(N)c(Cl)cc1C(=O)OCC(=O)Nc1cccnc1Cl	10.2	-0.2	-1.4	-11.9	4.4	-3.9	-0.3	-5.7	-3.2	5.4
CCOC(=O)Cc1csc(/N=C/c2c(O)n(-c3ccc(C)c(C)c3)c(=O)c3ccccc23)n1	-0.2	0.3	-1.9	-7.6	22.6*	0.3	-20.2	-31.7	-1.2	-2.1
CCOC(=O)CSc1nnc(CSc2nc(C)cc(C)n2)n1Cc1ccco1	9.3	0.0	-2.7	-4.7	3.2	-4.0	-2.5	-3.6	-9.8	-5.0
CN(Cc1ccccc1)C(=O)C1CCCN1S(=O)(=O)c1ccc(Cl)cc1 (configuration not stated)	15.3	-0.1	-1.5	7.5	-2.2	2.1	3.1	1.1	-1.1	4.2
O=c1oc(C2(O)CCCCC2)cc2ccc(Br)cc12	-5.1	-0.9	-0.6	-6.8	-1.9	2.9	0.3	0.1	1.5	-1.1
O=C(Cn1cc2c(n1)CCCC2)Nc1ccccc1Cl	-0.4	0.2	-1.6	5.8	6.6	-0.1	-2.3	2.0	1.9	4.0
Cc1ccc(N(C)S(=O)(=O)c2c[nH]c3ccc([N+](=O)[O-])cc23)cc1	-5.6	-0.3	0.7	-4.1	4.6	-1.2	0.8	-9.4	-22.6	0.9
Cc1cc(NC(=O)CSc2nc3ccccc3c(=O)n2C(C)c2ccccc2)no1 (configuration not stated)	-6.2	0.2	1.9	-1.6	2.9	-3.9	-2.0	-2.2	-1.8	-4.1
O=C(CSCc1ccc(Cl)cc1)Nc1ccc2c(c1)OCO2	-1.0	0.4	-2.7	1.4	3.4	6.8	-0.9	-3.9	-8.0	1.1
CCSc1nc2c(c(=O)[nH]c(=O)n2C)n1C	2.5	0.4	-1.6	12.5	-1.4	-4.0	0.8	1.4	1.0	-4.2
COC(=O)c1ccc(NC(=O)CSc2nncn2-c2cccnc2)cc1	11.9	-0.2	0.0	-16.3	-2.4	4.0	-2.5	-5.1	-0.8	1.6
CCc1c(C)nc2ncnn2c1Nc1ccccc1C	-0.8	-0.4	-3.8	-3.6	1.8	3.7	-0.8	-2.8	10.3	-6.8
COCCN(C(=O)Nc1ccc(F)cc1F)c1nc2ccccc2s1	-5.6	0.2	0.0	-15.6	5.2	9.5	1.8	-1.3	2.0	4.2
O=c1c2ccccc2nc2c3ccccc3c(NCc3ccccn3)nn12	7.9	-3.6	-12.0	3.0	2.9	-0.9	-85.2	-99.4	5.6	1.1
O=C(OCC(=O)c1ccc[nH]1)c1ccccc1	5.6	0.6	4.7	6.3	0.5	1.3	7.8	-5.3	2.1	-0.8
COC(=O)[C@]12CCCCC=C1N(CCC1=CCCCC1)C(=O)[C@H](CC(=O)NCCCN1CCCC1=O)C2	-5.0	0.7	-2.1	-4.5	-1.3	0.7	1.8	2.3	-2.8	-0.2
O=C(CN1c2ccccc2Sc2ccccc21)NNC(=S)Nc1ccc(Cl)cc1	20.7	-0.3	-3.4	-0.5	1.6	3.3	2.2	-4.9	27.9*	6.0
CCN(CC)S(=O)(=O)c1ccc(O)c(NC(=O)COc2ccc(S(=O)(=O)N3CCOCC3)cc2)c1	4.8	0.7	17.4	-5.9	-2.3	-5.8	-1.6	-6.8	-23.3	-1.2
O=[N+]([O-])c1ccc(NN=Cc2ccc(O)cc2O)nc1	-0.7	-0.9	-6.1	14.9	1.3	7.6	-23.6	-29.4	-29.4	4.5
COCCN(C(=O)COC(=O)CCOc1cccc(C)c1)c1c(N)n(Cc2ccccc2)c(=O)[nH]c1=O	-1.8	-3.2	0.3	2.4	-0.1	-0.8	-28.9	-42.9	7.3	7.3
Cc1sc(NC(=O)CSc2nc(O)cc(=O)[nH]2)nc1-c1ccccc1	13.9	0.6	0.0	-10.0	-0.8	4.0	-0.2	2.2	0.3	-1.0
Cc1ccnc(NS(=O)(=O)c2ccccc2)c1	9.4	0.8	-1.6	3.4	3.2	-1.9	-3.0	-7.3	6.2	-4.0
CC(C)CNC(=O)OCc1cn(Cc2cccc(Cl)c2)nn1	x	0.2	1.2	x	7.1	-2.8	3.7	1.5	6.3	0.8
N#CCCN(C(=O)Nc1ccccc1)c1ccccc1	0.5	0.1	0.9	-0.6	-0.2	2.0	1.0	3.9	-1.0	-2.3

Record cards (already shown). Values in the order: ARFGAP1 inhibitor	proKLK7 act	UHRF1 binding	ASAP1 inh	Rev-erbA mod	Tn7 DDE FP	PLC-gamma1 inh	PLC-beta3 inh	sPLA2-III inh	DDE Tn6 FP inh
Entry for O=C(OCC(=O)c1ccc[nH]1)c1ccccc1 = 5.6	0.6	4.7	6.3	0.5	1.3	7.8	-5.3	2.1	-0.8
Entry for O=C(CN1c2ccccc2Sc2ccccc21)NNC(=S)Nc1ccc(Cl)cc1 = 20.7	-0.3	-3.4	-0.5	1.6	3.3	2.2	-4.9	27.9*	6.0
Entry for COCCN(C(=O)Nc1ccc(F)cc1F)c1nc2ccccc2s1 = -5.6	0.2	0.0	-15.6	5.2	9.5	1.8	-1.3	2.0	4.2
Entry for COCCN(C(=O)COC(=O)CCOc1cccc(C)c1)c1c(N)n(Cc2ccccc2)c(=O)[nH]c1=O = -1.8	-3.2	0.3	2.4	-0.1	-0.8	-28.9	-42.9	7.3	7.3

Next part:
SMILES	ARFGAP1 inhibitor	proKLK7 act	UHRF1 binding	ASAP1 inh	Rev-erbA mod	Tn7 DDE FP	PLC-gamma1 inh	PLC-beta3 inh	sPLA2-III inh	DDE Tn6 FP inh
COc1cc(OC)c2c(-c3cccc(-c4ccc(OC(F)(F)F)cc4)c3)cc(=O)oc2c1	6.4	0.0	-0.1	3.9	-3.6	-4.8	-1.0	2.2	1.8	1.0
Cc1nn(C)c(=S)[nH]c1=S	-2.7	-0.6	-1.1	9.2	0.8	1.3	4.0	3.5	5.8	2.3
COCCCNC(=O)CCc1ccccc1	-6.0	-0.1	1.6	3.2	2.8	-4.3	0.7	1.7	0.3	-2.7
COc1cc2c(cc1OC)C(C)N(C(=O)Nc1ccccc1)CC2 (configuration not stated)	5.8	0.2	0.2	10.0	-8.8	-3.8	0.7	-5.2	6.6	8.4
CC1CCN(C(=O)CN(c2ccc(Oc3ccccc3)cc2)S(C)(=O)=O)CC1	-0.6	0.8	2.9	-24.2	-3.5	-1.5	4.3	3.1	-3.5	1.1
O=C(OCC(=O)N1CCCC1)c1ccc(Cl)c([N+](=O)[O-])c1	6.6	-0.4	-0.7	-11.5	-4.9	-1.8	3.1	5.3	6.3	0.0
Cc1coc2c1c(C)cc1oc(=O)c(CC(=O)NCC(=O)NCC(=O)O)c(C)c12	-3.7	10.4	-3.5	-15.3	-7.4	5.2	i	i	-2.9	-3.1
O=S(=O)(c1ccc(Cl)cc1)N1CCN(c2ccc(N3CCOCC3)nn2)CC1	-5.9	0.3	-1.8	6.1	2.5	0.9	-38.7	-51.0	-2.8	-5.1
Cc1cc(C)c(C)c(S(=O)(=O)N2C(=S)NC(=O)C2C(C)C)c1C (configuration not stated)	4.6	0.0	-0.8	-5.3	7.3	3.8	5.5	1.3	6.8	-2.8
O=C(Nc1nc2cc3c(cc2s1)OCO3)C1CC1	9.9	1.1	-2.5	-3.6	2.4	5.3	-0.4	-7.6	2.4	-4.3
COc1cc(OC)cc(C(=O)N2CCC(n3c(C)nc4cc(F)ccc43)CC2)c1	-13.5	-0.1	0.0	1.0	1.3	3.6	0.1	-0.7	-8.0	0.3
O=C(COC(=O)CN1C(=O)C2CC=CCC2C1=O)Nc1cccc([N+](=O)[O-])c1 (configuration not stated)	-7.1	0.9	1.7	20.4	3.4	6.1	-0.8	0.1	-0.6	0.8
O=C(C[n+]1ccccc1)N/N=C/c1ccc(O)cc1	-8.9	0.0	-2.7	-10.7	-1.4	3.5	2.4	2.8	1.8	1.4
COc1ccc(C(=O)Nc2ccccc2C(=O)N2CCN(c3ccccc3)CC2)cc1	12.4	0.7	-0.9	-2.8	3.2	-6.9	1.8	-3.0	4.1	-5.5
COC(=O)/C=C1\SC(=NC(=O)c2ccc(-c3ccccc3)cc2)NC1=O	-10.0	-0.5	0.0	-7.0	-4.7	6.8	1.0	-0.9	3.4	-10.0
Cc1cc(NC(=O)CSCC(=O)Nc2cc(C(F)(F)F)ccc2N2CCCCC2)no1	-6.7	-0.2	4.5	0.6	-2.8	-4.5	-1.1	-2.0	-2.2	-5.0
O=C(NCc1cccnc1)Nc1ccc(Cl)cc1	6.3	-0.5	-1.3	-13.2	-1.3	-1.2	0.9	-4.2	0.7	-1.1
O=C(Nc1nnc(-c2ccc(F)cc2)o1)C1CCCN1S(=O)(=O)c1cccs1 (configuration not stated)	-3.0	-0.5	0.5	-4.6	-1.7	-6.1	2.5	-7.9	17.8	2.3
C[C@@]12CCC[C@@](C)(C(=O)O)C1CC[C@@]13C[C@@H](NCc4ccccc4)[C@@](C)(CCC12)C3 (some centres not stated)	3.5	1.0	0.6	2.8	1.7	-0.8	3.2	0.6	-2.7	2.7
CC1CCc2c(sc(NC(=O)/C=C/c3cccs3)c2C(=O)O)C1 (configuration not stated)	-3.0	0.4	-1.7	-3.1	-2.1	-0.1	-14.4	-22.9	-7.2	-6.1
CCCCN(C(=O)C1CC1)C1CCS(=O)(=O)C1 (configuration not stated)	1.8	0.0	1.5	8.1	-8.9	4.9	4.1	-6.5	7.2	-0.9
COc1ccccc1NC(=O)Cn1nc(C)n2cccc2c1=O	1.2	-0.7	3.0	-17.0	-4.5	-6.0	-1.2	-10.3	8.2	0.5
COCCn1c(SCC(=O)Nc2ccc(C(N)=O)cc2)nc2c([nH]c3ccccc32)c1=O	-10.6	-0.1	4.8	-4.3	-5.8	5.2	-3.3	-6.0	7.0	3.4
CC(C)(C)n1nc2c(c1NC(=O)c1ccc(Br)cc1)CS(=O)C2 (configuration not stated)	-1.6	-1.2	-0.2	-7.1	-3.6	-1.0	0.0	-0.8	-3.5	7.4
CCCCNC(=O)C1(C)CCCCN1C(=O)c1ccc(C#N)cc1 (configuration not stated)	-4.3	-0.1	-1.5	-4.4	6.3	9.0	1.4	3.5	0.3	1.5

No enrichment for hits. Share with any hit: about 4.5%.
